# Screening data (PubChem BioAssay)
# Rac1 wt modul = alters GTP binding to wildtype human Rac1; GTP binding activity (% of control), % at 10 µM; GST-Rac1 beads, fluorescent GTP binding, flow cytometry; actives lie on both sides; 0 = cold GTP competed, 100 = untreated; AID 757; hit rate 0.27% among 190,000; P63000;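 active means GTP binding activity at least 20 points away from the 100% control level, either lower or higher; inconclusive means compound flagged as likely green fluorescent, judged across all proteins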
# Rab2 wt GTP = changes GTP binding to wildtype dog Rab2A, up or down. GST-Rab2 wt beads, Bodipy-GTP binding, flow cytometry. hit rate 0.19% among 190,000. P61105. GTP binding activity, % at 10 µM;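 active means GTP binding activity at least 20 points away from 100%, either lowered or raised; inconclusive means signal likely due to the compound's own green fluorescence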;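 further: 0% = beads with excess unlabeled GTP and 100% = no-compound control corrected for plate trend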
# Cdc42 wt = changes GTP binding to wildtype human Cdc42 | percent activity (GTP binding), % at 10 µM | AID 761 | P60953 | GST-Cdc42 beads, Bodipy-GTP binding, flow cytometry; actives lie on both sides | hit rate 0.2% among 190,000;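 active means percent activity GTP binding at least 20 points away from the 100% baseline, either down as inhibitor or up as activator; inconclusive means compound flagged as likely green fluorescent from well-wide comparison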;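 further: median bead fluorescence of bound Bodipy-FL-GTP at 100 nM; 0% = excess unlabeled GTP control and 100% = no compound control; below 100% means less GTP binding so inhibitor and above means activator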
# Target sequence (P60953 whole entry, looked up): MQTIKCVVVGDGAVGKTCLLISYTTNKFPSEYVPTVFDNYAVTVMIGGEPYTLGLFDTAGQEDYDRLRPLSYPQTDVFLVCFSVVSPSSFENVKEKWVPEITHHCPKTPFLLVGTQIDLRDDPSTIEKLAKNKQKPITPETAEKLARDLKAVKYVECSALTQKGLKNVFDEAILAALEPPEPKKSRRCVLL
# ABCB1 block = blocks JC-1 efflux by human ABCB1 transporter | P08183 | CCRF-Adr cells, flow cytometry | inhibition, % at 6.6 µM | hit rate 0.067% among 190,000 | AID 1326; in the data active means inhibition above about 40%;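 further: 0% = vehicle and 100% = reference inhibitor; higher value means more JC-1 retained so stronger ABCB1 efflux block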
# Rab7 wt modul = dog Rab7 wildtype GTP binding, inhibitors and activators | GTP binding activity (percent of control), % at 10 µM | GST-Rab7 beads, fluorescent GTP binding, flow cytometry; actives lie on both sides; untreated = 100%, excess cold GTP = 0% | hit rate 0.055% among 190,000;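 active means fluorescent GTP binding to Rab7 beads changed by at least 20 points from the 100% baseline, either direction, mostly lower; inconclusive means compound itself probably fluorescent, or too few beads counted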;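 further: median green fluorescence of bound Bodipy-FL-GTP per Rab7 bead population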
# Pf gametocyte = inhibitors of late stage P. falciparum gametocyte viability; P. falciparum stage V gametocytes, ATP luminescence, 24 h; hit rate 0.065% among 150,000; inhibition, % at 10.9 µM;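 active means inhibition above the mean plus 3 SD of compounds within the control limits, set per campaign, cut at about 38% in these data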;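 further: 0% = DMSO wells and 100% = medium only without gametocytes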
# GSH bead fluor = GSH bead compound fluorescence profile | fluorescence (KMESF) at 10 µM | GSH beads flow cytometry, compound fluorescence 488/530 nm; active compounds read high | hit rate 0.25% among 190,000 | AID 1776; in the data active means fluorescence above about 89;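 further: glutathione beads carrying GST-tagged Bcl family fusion proteins plus one bare bead set; values are compound well signal with DMSO vehicle wells as background; inactives centre near 16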
# Avidin bead fluor = avidin bead compound fluorescence profile | hit rate 0.38% among 220,000 | fluorescence (KMESF) at 10 µM | Avidin beads, compound fluorescence 488/530 nm, flow cytometry; active compounds read high; in the data active means fluorescence above about 47; further: inactives centre near 10
# Rac1 act GTP bind = human Rac1 activated mutant GTP binding change; GST-Rac1 activated beads, fluorescent GTP binding, flow cytometry; actives lie on both sides; 100% means binding = to untreated wells; AID 764; percent activity (GTP binding), % at 10 µM; hit rate 0.11% among 190,000; P63000;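 active means GTP binding at least 20 percentage points away from the 100% baseline, in either direction, so actives lie on both sides; inconclusive means Compound likely fluorescent itself, or too few beads counted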
# ABCG2 inh = human ABCG2 inhibition, ABCB1 as counter-screen. IgMXP3 cells, JC-1 efflux, flow cytometry. inhibition, % at 6.6 µM. hit rate 0.1% among 190,000. AID 1325;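 active means inhibition above 80%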;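 further: 0% = DMSO and 100% = nicardipine control wells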
# Target sequence (Q9UNQ0 whole entry, looked up): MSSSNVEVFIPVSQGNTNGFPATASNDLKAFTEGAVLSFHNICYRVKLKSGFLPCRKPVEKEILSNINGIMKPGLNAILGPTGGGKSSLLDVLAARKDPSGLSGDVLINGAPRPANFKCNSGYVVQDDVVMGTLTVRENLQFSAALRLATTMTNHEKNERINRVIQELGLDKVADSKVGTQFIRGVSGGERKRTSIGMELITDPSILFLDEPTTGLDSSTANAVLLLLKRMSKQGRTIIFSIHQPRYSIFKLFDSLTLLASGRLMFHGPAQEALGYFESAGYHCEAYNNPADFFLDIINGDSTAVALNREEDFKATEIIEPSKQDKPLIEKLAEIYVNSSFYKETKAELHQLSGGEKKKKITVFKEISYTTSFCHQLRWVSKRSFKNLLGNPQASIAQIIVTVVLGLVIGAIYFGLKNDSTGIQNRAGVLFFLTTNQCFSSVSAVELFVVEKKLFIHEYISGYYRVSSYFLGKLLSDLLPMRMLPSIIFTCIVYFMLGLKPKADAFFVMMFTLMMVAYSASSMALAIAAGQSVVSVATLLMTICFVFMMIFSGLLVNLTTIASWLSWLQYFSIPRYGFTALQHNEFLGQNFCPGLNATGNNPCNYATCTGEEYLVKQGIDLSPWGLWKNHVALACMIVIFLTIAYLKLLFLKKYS
#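 Times: 10 min at 25 °C | Test system: Two drug-resistant human cell lines, ABCG2 and ABCB1 | Quantity: 3 million cells/mL final, two lines in 1:1 ratio | Signal: Flow cytometry, 530 nm JC-1 signal | Dosing: Compound at 6.6 µM | Controls: Nicardipine and DMSO wells | Reagent: JC-1 as fluorescent efflux pump substrate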
# HRas wt GTP = changes GTP binding to wildtype human HRas; GST-Ras wt beads, Bodipy-FL-GTP binding, flow cytometry; actives lie on both sides; GTP binding activity, % at 10 µM; hit rate 0.14% among 190,000;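 active means GTP binding activity at least 20% away from the 100% baseline, either lowered as inhibitor or raised as activator; inconclusive means flagged as likely green fluorescent, judged across all proteins in the well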;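 further: 0% = unlabeled GTP competition control and 100% = no-compound control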
# Target sequence (P01112 whole entry, looked up): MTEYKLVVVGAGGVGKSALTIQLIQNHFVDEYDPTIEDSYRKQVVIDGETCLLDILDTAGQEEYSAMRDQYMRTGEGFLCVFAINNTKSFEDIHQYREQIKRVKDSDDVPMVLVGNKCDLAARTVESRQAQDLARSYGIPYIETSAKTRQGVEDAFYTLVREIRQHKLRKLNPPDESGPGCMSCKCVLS
# Numbers without * were called inactive; ? = inconclusive; / = not tested or not shown.
canonical_smiles	Rac1 wt modul	Rab2 wt GTP	Cdc42 wt	ABCB1 block	Rab7 wt modul	Pf gametocyte	GSH bead fluor	Avidin bead fluor	Rac1 act GTP bind	ABCG2 inh	HRas wt GTP
COc1ccc(Cl)cc1NC(=O)C(C)Sc1nncn1C (stereo not given)	108.0	102.0	105.0	0.3	104.0	8.6	19	39	101.0	1.8	104.0
CC(=O)NC1(c2cccc(F)c2)CCN(C(=O)Nc2ccc(C#N)cc2)CC1	105.0	101.0	100.0	0.0	101.0	/	28	21	100.0	35.4	101.0
Cc1ccc(C)c(OCc2nnc(NC(=O)c3ccco3)s2)c1	101.0	97.0	102.0	-0.2	95.0	11.2	24	19	99.0	0.8	98.0
Cc1nn(C2CCCO2)c(=O)nc1N (stereo not given)	100.0	94.0	97.0	0.5	93.0	21.0	20	10	94.0	1.0	97.0
CCOC(=O)C(C)Oc1ccc2c(CC)cc(=O)oc2c1C (stereo not given)	101.0	99.0	101.0	0.7	102.0	12.5	25	26	98.0	1.3	101.0
Cn1c(CCNC(=O)c2ccccc2F)nnc1SCC(=O)Nc1ccccc1F	98.0	93.0	97.0	0.1	95.0	13.2	17	11	95.0	3.9	96.0
N#C/C(=C\c1c(N2CCC(C(N)=O)CC2)nc2ccccn2c1=O)C(=O)NCc1ccco1	102.0	96.0	102.0	-0.4	97.0	/	9	9	99.0	6.4	97.0
COc1cccc(-c2nn(-c3ccccc3)cc2CN(C)Cc2ccno2)c1	105.0	103.0	100.0	6.3	108.0	3.6	17	4	100.0	16.3	100.0
CCCCCCOC(=O)Cc1c(C)nc(-c2ccccc2)[nH]c1=O	98.0	100.0	97.0	0.3	102.0	/	12	32	97.0	1.6	99.0
Cc1ccc(/C=N/NC(=O)c2ccccc2OCc2ccc(F)cc2)o1	104.0	100.0	98.0	3.5	98.0	/	23	4	96.0	17.7	98.0
CCCn1c(SCC(=O)NC(C)C23CC4CC(CC(C4)C2)C3)n[nH]c1=O (stereo not given)	103.0	99.0	102.0	0.6	99.0	-7.2	20	41	100.0	1.5	102.0
Cc1nn(C)cc1C(C(=O)NC1CCCCC1)N(CCc1ccccc1)C(=O)c1cnccn1 (stereo not given)	96.0	95.0	96.0	0.2	93.0	-7.2	10	13	95.0	-0.1	95.0
Cc1nnc(N2C(=O)C(O)=C(C(=O)c3ccco3)C2c2ccc(C(C)C)cc2)s1 (stereo not given)	100.0	96.0	101.0	-2.0	100.0	/	21	12	94.0	3.5	98.0
O=C(CCC1CCCCC1)Nc1ccccc1C(=O)N1CCOCC1	94.0	95.0	97.0	1.1	95.0	14.4	9	2	96.0	1.9	95.0
COc1cc2[nH]c3c(N4CCC(C(N)=O)CC4)ncnc3c2cc1OC	106.0	99.0	104.0	0.3	100.0	/	11	13	101.0	3.6	101.0
O=C(COc1cccc(Br)c1)N/N=C1\CCSC1	?	?	?	-0.3	?	-19.0	8	24	?	-0.1	?
Cc1oc2c(c1C(=O)Nc1cccc3ccccc13)CCCC2	94.0	95.0	99.0	1.3	96.0	10.5	10	21	93.0	11.7	97.0
CCC(C)N(C(=O)CSc1ccc(NC(C)=O)cc1)C1CCS(=O)(=O)C1 (stereo not given)	95.0	95.0	96.0	0.0	95.0	/	11	13	97.0	-0.3	94.0
Cc1nc2c(c3c1[nH]c1ccccc13)C(=O)CC(C)(C)C2	89.0	90.0	92.0	2.0	93.0	/	36	10	90.0	17.7	92.0
COC(=O)c1cccc(S(=O)(=O)N(Cc2ccco2)Cc2cc3cc(OC)ccc3[nH]c2=O)c1	108.0	104.0	107.0	1.4	101.0	-24.6	42	7	103.0	1.3	104.0
CCN(CCC(=O)O)c1ccccc1	97.0	93.0	95.0	0.2	94.0	/	26	5	96.0	0.8	96.0
CCCCCCCCC[n+]1cccc2c3ccccc3ccc21	101.0	103.0	106.0	0.8	103.0	/	22	8	101.0	4.7	104.0
O=S1(=O)CCC(NC(=S)NC2CCS(=O)(=O)C2)C1 (stereo not given)	101.0	99.0	100.0	-0.8	101.0	-44.2	16	3	98.0	-9.0	100.0
COc1ccc(-n2c(=S)[nH]c3ccccc32)cc1	104.0	103.0	104.0	0.3	99.0	/	12	27	102.0	1.3	101.0
CC(C)c1nnc(NC(=O)C2CCCN2S(=O)(=O)c2ccc(Cl)cc2)s1 (stereo not given)	104.0	101.0	103.0	0.7	100.0	/	51	7	99.0	5.5	103.0
N#C/C(C(=O)N1CCOCC1)=C1/SC(Cc2ccccc2)C(=O)N1c1ccccc1 (stereo not given)	112.0	111.0	108.0	0.3	108.0	-0.5	11	9	101.0	0.7	106.0
CCOc1ccc(NC(=S)NNC(=O)c2cc(Br)ccc2Cl)cc1	89.0	91.0	87.0	-0.7	94.0	-9.4	16	11	87.0	-1.6	90.0
COC(=O)c1ccccc1NS(=O)(=O)c1ccc(O)c(C(=O)O)c1	95.0	98.0	97.0	-0.6	98.0	12.0	24	14	98.0	-2.7	97.0
O=C(Cc1ccc(Cl)cc1)NNC(=S)NC(=O)c1cccnc1	99.0	99.0	99.0	-0.1	107.0	/	13	9	93.0	0.6	98.0
CSc1ccccc1NC(=O)CN(C)CC(=O)Nc1ccc(Cl)cc1[N+](=O)[O-]	97.0	101.0	97.0	1.6	94.0	7.7	12	8	96.0	12.1	96.0
O=C1CSC(c2ccccc2F)N1c1cc(Cl)ccc1O (stereo not given)	104.0	103.0	104.0	-0.2	104.0	2.1	16	36	101.0	-0.4	104.0
CC1=C/C(=C\c2ccc3c(c2)OCO3)C(=O)S1	107.0	102.0	108.0	-0.1	103.0	/	35	16	100.0	8.6	103.0
CCN(CC)c1ccc(NC(=O)c2cccc(C)c2)cc1S(=O)(=O)Nc1ccccc1OC	98.0	96.0	100.0	-1.0	99.0	/	10	9	99.0	-0.7	97.0
CN1C2C=C3C(C#N)=C(N)C(C#N)(C#N)[C@H](c4c(F)cccc4F)[C@H]3C1CC2 (stereo not given in full)	95.0	93.0	95.0	0.2	93.0	/	13	24	93.0	0.5	96.0
CCOC(=O)N1CCN(C(=O)c2cc3c(s2)-c2ccc(Cl)cc2S(=O)(=O)C3)CC1	100.0	99.0	99.0	1.2	106.0	3.6	17	9	96.0	3.1	99.0
CC1CCCC(C)N1C(=O)CSc1nnc(C2CCCCC2)o1 (stereo not given)	108.0	101.0	106.0	0.4	98.0	/	8	13	106.0	2.0	104.0
O=C1C=CC(=O)C(C2=C3C(=O)N(CCc4ccccc4)CC(=O)N3CCC2)=C1	101.0	96.0	98.0	0.0	97.0	6.0	10	2	97.0	-3.1	99.0
O=C1C2(c3ccccc3)CN(CCO)CC1(c1ccccc1)CN(CCO)C2	109.0	99.0	99.0	0.0	99.0	-5.0	47	10	99.0	0.5	102.0
C=CCn1c(SCC(=O)Nc2sc(C)c(C)c2C(=O)OCC)nnc1-c1sc(N)nc1C	101.0	99.0	99.0	-1.2	101.0	-8.2	33	9	99.0	2.7	100.0
CCOC(=O)N1CCN(C(=O)c2ccc3c(c2)N(CC)CCS3)CC1	102.0	103.0	102.0	-0.9	101.0	/	20	6	97.0	-0.1	99.0
COc1ccccc1Nc1ccc(N)cc1	98.0	97.0	95.0	0.4	104.0	-9.2	10	17	93.0	1.4	99.0
NC1=NC(=O)/C(=C\c2ccsc2)S1	101.0	98.0	95.0	-0.2	103.0	-13.5	10	9	95.0	0.5	96.0
Cc1c(NC(=O)C(C)OC(=O)CNC(=O)c2ccccc2)c(=O)n(-c2ccccc2)n1C (stereo not given)	101.0	97.0	101.0	0.3	95.0	-10.2	4	6	99.0	0.9	99.0
CC1CCC(C(C)C)C(OC(=O)COC(=O)c2ccc(=O)[nH]c2)C1 (stereo not given)	98.0	96.0	96.0	0.1	95.0	/	13	3	96.0	0.9	98.0
O=C(Cc1ccccc1)NC(NC(=S)Nc1cc(Cl)ccc1Cl)C(Cl)(Cl)Cl (stereo not given)	99.0	98.0	101.0	-7.5	99.0	17.6	29	13	99.0	-6.3	98.0
CC1(C)CC(=O)C2=C(C1)OC(N)=C(C#N)C2Cc1ccccc1 (stereo not given)	98.0	101.0	100.0	0.5	104.0	/	15	15	98.0	1.2	101.0
Cn1c(=O)c2ncn(CC(=O)NC3CCCCCC3)c2n(C)c1=O	102.0	99.0	98.0	0.6	100.0	11.9	27	14	99.0	6.0	99.0
COc1cccc(N2C(=O)C3CCCN3C2c2ccc(N(C)C)cc2)c1 (stereo not given)	99.0	101.0	100.0	0.5	99.0	/	28	5	97.0	4.2	99.0
CCCNC(=O)c1c(N)n(-c2cccc(OC)c2)c2nc3ccccc3nc12	98.0	97.0	97.0	0.8	101.0	11.8	30	8	94.0	8.4	97.0
Cc1ccc(SCc2nc(N)nc(Nc3ccccc3C)n2)cc1C	102.0	99.0	97.0	0.2	97.0	-4.3	17	15	98.0	0.3	101.0
CCOC(=S)N/C(=N\S(=O)(=O)c1ccccc1)c1ccccc1	109.0	104.0	104.0	0.2	103.0	/	8	9	101.0	3.3	103.0
N#Cc1ccc(C(=O)NCC(c2ccco2)N2CCCC2)cc1 (stereo not given)	107.0	100.0	104.0	0.0	102.0	6.7	24	29	97.0	9.3	100.0
CCC(CC)c1nnc(NC(=O)c2nn(C)c(=O)c3ccccc23)s1	96.0	93.0	96.0	1.0	92.0	/	17	9	95.0	6.7	94.0
Cc1csc(NC(=O)CSc2nc(C)nc3c2c(=O)n(C)c(=O)n3C)n1	102.0	99.0	101.0	4.3	101.0	/	13	9	98.0	6.0	100.0
Cc1ccccc1SCC(=O)OCC(=O)Nc1sccc1C(N)=O	102.0	98.0	102.0	0.8	104.0	0.1	17	33	98.0	4.9	100.0
CC(C)CC(COCc1ccc([N+](=O)[O-])cc1)N1CCN(C(=O)c2ccc(C(F)(F)F)cc2)CCC1=O (stereo not given)	106.0	100.0	103.0	3.2	101.0	/	18	6	100.0	13.4	102.0
N#CC1=C(N)Oc2n[nH]c(-c3ccccc3)c2C1c1cccnc1 (stereo not given)	104.0	104.0	107.0	0.1	103.0	/	25	11	99.0	-0.1	104.0
COCCCNCCOCCOc1ccc(Cl)cc1Br	100.0	97.0	94.0	0.2	100.0	-2.7	10	4	97.0	3.7	96.0
CC(=O)Nc1ccc(S(=O)(=O)NCCSCc2ccc(Cl)cc2Cl)cc1	98.0	98.0	99.0	1.1	99.0	/	31	5	96.0	7.0	97.0
